GDH-TPI inh – GDH-TPI coupled enzyme inhibition counter-screen. actives 1.2% (n = 360,000). GDH-TPI coupled enzyme counterscreen, NADH absorbance. inhibition, % at 4.8 µM; in the data active means inhibition above about 30%;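 further: 0% = DMSO wells and 100% = wells lacking the enzyme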
Mtb FBA inh – inhibits M. tuberculosis FBA enzyme. purified M. tuberculosis FBA, fluorescence read-out. AID 588726. inhibition, % at 1 µM. actives 2.3% (n = 360,000); in the data active means inhibition above about 27%;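 further: 0% = vehicle and 100% = reference inhibitor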
Target sequence (P9WQA3 whole entry, looked up): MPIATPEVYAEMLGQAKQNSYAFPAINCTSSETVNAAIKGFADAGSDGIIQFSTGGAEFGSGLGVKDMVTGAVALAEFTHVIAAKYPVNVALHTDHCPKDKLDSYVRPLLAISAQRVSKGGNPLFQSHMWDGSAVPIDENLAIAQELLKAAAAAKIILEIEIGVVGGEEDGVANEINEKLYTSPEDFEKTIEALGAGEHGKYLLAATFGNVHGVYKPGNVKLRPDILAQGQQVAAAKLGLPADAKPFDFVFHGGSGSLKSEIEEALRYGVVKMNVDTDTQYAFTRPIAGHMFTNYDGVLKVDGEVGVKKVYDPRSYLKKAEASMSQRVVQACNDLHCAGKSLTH
UGM FP inh – Mtb UDP-galactopyranose mutase inhibition; P9WIQ1; purified UGM, fluorescence polarization probe displacement; inhibition, % at 10 µM; actives 0.06% (n = 320,000); AID 504406; in the data active means inhibition above about 10%, passing the limit was not always enough; inconclusive means no clear call, values can overlap the other calls
Target sequence (P9WIQ1 whole entry, looked up): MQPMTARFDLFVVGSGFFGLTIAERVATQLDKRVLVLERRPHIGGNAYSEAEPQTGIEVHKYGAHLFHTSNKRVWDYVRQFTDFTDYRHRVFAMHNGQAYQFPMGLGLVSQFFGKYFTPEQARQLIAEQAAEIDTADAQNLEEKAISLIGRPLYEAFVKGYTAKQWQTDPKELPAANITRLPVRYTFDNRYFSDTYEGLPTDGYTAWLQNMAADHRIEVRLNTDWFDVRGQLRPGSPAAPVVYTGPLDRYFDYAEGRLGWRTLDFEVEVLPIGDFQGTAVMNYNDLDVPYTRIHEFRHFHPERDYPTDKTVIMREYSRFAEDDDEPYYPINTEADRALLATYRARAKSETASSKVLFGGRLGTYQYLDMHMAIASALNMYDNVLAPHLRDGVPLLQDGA
FadD28 FP inh – M. tuberculosis FadD28 bisubstrate binding inhibition; FadD28 bisubstrate probe binding, fluorescence polarization; inhibition, % at 12.5 µM; actives 0.22% (n = 360,000); AID 588549; in the data active means inhibition above about 8.5%, passing the limit was not always enough; inconclusive means no clear call, values can overlap the other calls
PfHsp40 yeast – rescue of PfHsp40-mediated yeast toxicity. S. cerevisiae expressing PfHsp40, growth rescue, ATP luminescence. AID 504582. growth rescue, % at 12.5 µM. actives 0.68% (n = 340,000); in the data active means growth rescue above about 28%, passing the limit was not always enough; inconclusive means no clear call, values can overlap the other calls;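 further: yeast W303a lacking pdr1 and pdr3 grown in galactose medium; growth measured after three days at 30 °C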
BH1578 lux ind – inducers of Vibrio cholerae quorum light production without autoinducers | actives 0.16% (n = 350,000) | AID 588436 | activation, % at 18.7 µM | V. cholerae BH1578 lux reporter, luminescence, 6 h; in the data active means activation mostly above about 9.7%, no sharp cut-off; inconclusive means no clear call, values can overlap the other calls; inactive means mostly below about 3.7%; further: not every result past the cut was called active; inactives centre near 0; reference of the scale not given here
BioA inh – inhibitors of Mycobacterium tuberculosis BioA enzyme; inhibition, % at 9.99 µM; purified M. tuberculosis BioA enzyme, plate reader; actives 0.096% (n = 360,000); in the data active means inhibition above about 40%; inconclusive means no clear call, values can overlap the other calls
TcdB GH inh – TcdB glycohydrolase inhibition | P18177 | TcdB glycohydrolase enzymatic assay, plate reader | inhibition, % at 9.99 µM | actives 0.24% (n = 350,000) | AID 652162; in the data active means inhibition above about 10%
Y pestis TopoI – blocks Yersinia pestis topoisomerase I activity; Y. pestis Topo-I cleavage product accumulation, plate reader; activity, % at 10 µM; actives 0.064% (n = 360,000); in the data active means activity above about 50%, passing the limit was not always enough; inconclusive means no clear call, values can overlap the other calls; further: inactives centre near 2
* hit, by the source's call; i = inactive; ? = inconclusive; nt = no result given.

mol	GDH-TPI inh	Mtb FBA inh	UGM FP inh	FadD28 FP inh	PfHsp40 yeast	BH1578 lux ind	BioA inh	TcdB GH inh	Y pestis TopoI
COc1ccc(-c2n[nH]c3c2CN(C(=O)c2ccccc2)CC3)cc1	3	-2	-1.0	0.4	-0.2	i	2.0	-0.6	7
CCN(CC)S(=O)(=O)c1cc(NC(=O)Cn2cnc3ccccc3c2=O)ccc1C	1	1	0.9	-4.4	2.3	4.0	0.5	nt	1
CSc1cc(-c2ccc(Cl)cc2)c(C(=O)NC(C)C)s1	8	3	0.4	-0.5	0.2	i	-0.1	nt	20
COc1ccccc1Oc1nc(-c2cccnc2)nc2ccccc12	6	-3	-0.4	-6.7	0.9	-0.3	nt	3.0	-6
O=[N+]([O-])c1cc(S(=O)(=O)N2CCCC2)ccc1N/N=C1/CCCc2ccccc21	14	-1	1.7	-2.9	0.5	-0.2	nt	-0.7	2
COc1cccc(NC(=O)CSc2nc3ccccc3c(=O)n2Cc2cccs2)c1	6	-1	0.2	-4.1	1.7	0.1	-0.1	nt	19
O=C(O)C1CCCCC1C(=O)Nc1nccs1 (stereo unspecified)	16	0	-1.9	0.7	-0.1	0.9	-3.4	nt	-9
CC(NC(=O)c1ccc(Cl)s1)C1CCCO1 (stereo unspecified)	1	2	-0.4	-1.0	-0.5	-0.2	-0.2	nt	-9
O=S(=O)(c1cc(C(F)(F)F)ccc1Cl)N1CCN(c2ncnc3ccccc23)CC1	0	-1	nt	-5.9	2.5	0.6	nt	2.3	?
COc1cc(/C=c2\s/c(=C(/C#N)C(=O)N3CCCC3)n(-c3ccccc3)c2=O)ccc1O	0	-5	3.0	-1.0	0.1	-0.4	-3.0	nt	-4
CCCn1ccc2c(OCC(=O)Nc3ccc(NC(C)=O)cc3)cccc2c1=O	9	9	-0.6	-0.3	0.3	2.1	0.3	1.5	3
Cc1[nH]c2ccccc2c1/C=C/c1nc2ccccc2c(=O)n1-c1cccc([N+](=O)[O-])c1	4	-1	1.0	4.6	0.2	-0.3	nt	nt	-18

Another view of some results above.
Results follow in this order: GDH-TPI inh, Mtb FBA inh, UGM FP inh, FadD28 FP inh, PfHsp40 yeast, BH1578 lux ind, BioA inh, TcdB GH inh, Y pestis TopoI
COc1cccc(NC(=O)CSc2nc3ccccc3c(=O)n2Cc2cccs2)c1
 : 6, -1, 0.2, -4.1, 1.7, 0.1, -0.1, nt, 19
O=C(O)C1CCCCC1C(=O)Nc1nccs1 (stereo unspecified)
 : 16, 0, -1.9, 0.7, -0.1, 0.9, -3.4, nt, -9

Following part
mol	GDH-TPI inh	Mtb FBA inh	UGM FP inh	FadD28 FP inh	PfHsp40 yeast	BH1578 lux ind	BioA inh	TcdB GH inh	Y pestis TopoI
Cc1cccc(OCc2nc3c4c(ncn3n2)-c2ccccc2CC42CCCC2)c1	2	-4	nt	-5.2	1.4	-0.4	0.1	0.8	6
O=C(Nc1nnc(SCc2ccc(F)cc2)s1)c1cnccn1	19	-1	0.8	-1.6	-0.6	-0.3	nt	2.5	3
CC(=O)Nc1nnc(CCS(=O)(=O)c2ccc(Cl)cc2)s1	-12	-3	nt	-2.5	-0.1	-0.2	nt	0.9	-4
CC(C)[C@H](NC(=O)OCc1ccccc1)C(=O)OCC(=O)N1CCN(c2ccccc2)CC1	-3	4	0.3	-1.2	0.3	-2.8	-0.1	2.1	19
Cc1ccc(-n2c(C)cc(/C=N/NC(=O)c3ccncc3)c2C)cc1C	10	1	-0.6	-0.6	0.4	i	nt	-0.4	-3
CS(=O)(=O)N1CCCC(C(=O)NCCCN2CCN(Cc3ccccc3)CC2)C1 (stereo unspecified)	5	0	1.7	-0.8	-0.6	i	2.2	-0.1	2
COc1cc(CNC(=O)Nc2nc(C(N)Cc3ccc(Cl)cc3)cs2)cc(OC)c1OC (stereo unspecified)	0	-1	nt	-5.9	nt	-1.1	0.3	3.2	-7
CN(C)c1ccc(NC(=S)Nc2ccc3c(c2)c(=O)n(C)n3-c2ccc(C(C)(C)C)cc2)cc1	14	4	nt	-3.7	nt	-0.7	0.5	0.3	10
COc1cc(/C=N/NC(=O)c2cc[n+]([O-])cc2)ccc1O	29	-2	2.9	-0.2	0.1	0.3	nt	-4.4	-16
COc1ccc2nc3oc(C(=O)NC4CCN(Cc5ccccc5)CC4)cc3cc2c1	13	32*	-5.8	-1.2	0.5	i	1.0	nt	13
Cn1cccc1Cc1nnc(SCC(=O)Nc2ccc(F)cc2F)n1-c1ccc(F)cc1	4	5	1.5	-0.1	-0.5	-0.4	-3.2	1.1	-8
O=C(O)CCN1C(=O)C2C3C=CC(C2C1=O)C1C(=O)N(CCC(=O)O)C(=O)C31 (stereo unspecified)	1	3	1.6	nt	-1.2	-0.6	-0.1	-0.6	5
Cc1ccc2c(CN3CCCc4ccccc43)cc(=O)oc2c1C	13	-11	-0.8	-5.7	-0.1	-2.1	2.9	nt	-16
CCOc1ccccc1Nc1cc(C)nc2ccc(C)cc12	19	2	-2.2	0.0	-0.6	i	1.7	1.6	0
CCc1cc2c(=O)c(-c3nc4ccccc4n3C)c(C(C)C)oc2c(CN2CCN(C)CC2)c1O	1	17	-0.8	-2.7	-1.2	i	0.1	nt	5
O=[N+]([O-])c1ccc(CNc2cccc(Cl)c2)s1	11	-1	0.4	-9.5	0.4	-0.2	1.6	1.6	2
c1ccc(SSc2ccccn2)nc1	-3	0	0.5	1.2	-1.1	0.3	-0.9	nt	6
CCCCCCOc1ccc(OC(=O)c2cccnc2)cc1	-2	1	-0.1	2.4	0.4	1.0	0.3	nt	-5
O=S(=O)(c1ccc2nc(N3CCN(c4ccc(F)cc4)CC3)ccc2c1)N1CCCCC1	14	8	-3.0	-0.7	0.1	i	-1.7	-0.2	-6
O=C(Cc1ccccc1F)OCC(=O)N1CCc2ccccc21	-8	-4	1.4	-2.9	1.2	-0.5	0.5	2.7	3
CCN1CCN(c2ccc(S(=O)(=O)N3CCCCC3)cc2NC(=O)/C=C/c2ccc([N+](=O)[O-])cc2)CC1	20	-2	2.9	-0.1	0.2	-0.3	-0.4	-0.1	4
N#Cc1ccc(C(=O)Nc2nc(SCc3ccc(Cl)cc3)n[nH]2)cc1	-4	-1	0.2	-1.6	-0.1	i	nt	1.7	-4
CCN(CC1CCCO1)C(=O)CCc1nnc(CCc2ccc(OC)cc2)o1 (stereo unspecified)	7	6	1.2	-3.3	3.0	i	-2.3	1.6	0
CC(C)c1ccc(OCC(=O)NC(C)c2ccccc2)cc1 (stereo unspecified)	0	2	-0.1	-3.3	-0.4	i	1.6	1.2	38

Compound profiles (already shown). Values in the order: GDH-TPI inh	Mtb FBA inh	UGM FP inh	FadD28 FP inh	PfHsp40 yeast	BH1578 lux ind	BioA inh	TcdB GH inh	Y pestis TopoI
CCN(CC1CCCO1)C(=O)CCc1nnc(CCc2ccc(OC)cc2)o1 (stereo unspecified) in the list: 7	6	1.2	-3.3	3.0	i	-2.3	1.6	0
CCN1CCN(c2ccc(S(=O)(=O)N3CCCCC3)cc2NC(=O)/C=C/c2ccc([N+](=O)[O-])cc2)CC1 in the list: 20	-2	2.9	-0.1	0.2	-0.3	-0.4	-0.1	4
Cc1ccc2c(CN3CCCc4ccccc43)cc(=O)oc2c1C in the list: 13	-11	-0.8	-5.7	-0.1	-2.1	2.9	nt	-16
c1ccc(SSc2ccccn2)nc1 in the list: -3	0	0.5	1.2	-1.1	0.3	-0.9	nt	6
CCOc1ccccc1Nc1cc(C)nc2ccc(C)cc12 in the list: 19	2	-2.2	0.0	-0.6	i	1.7	1.6	0

Following part.
mol	GDH-TPI inh	Mtb FBA inh	UGM FP inh	FadD28 FP inh	PfHsp40 yeast	BH1578 lux ind	BioA inh	TcdB GH inh	Y pestis TopoI
COCc1c(C(=O)N2CCN(c3ncccn3)CC2)oc2ccccc12	-3	1	2.6	nt	1.2	i	-1.5	0.5	3
COc1ccc(C)cc1N1CC(C(=O)OCc2nc(N)nc(Nc3ccccc3C)n2)CC1=O (stereo unspecified)	5	0	nt	-0.9	0.4	i	0.1	-0.6	-1
CCC1Oc2ccc(C)cc2N(CC(=O)N2CCN(c3ccc(F)cc3)CC2)C1=O (stereo unspecified)	9	1	-0.8	-2.9	nt	-0.4	0.4	nt	0
Cc1ccccc1NC(=O)Nc1ccccn1	1	-1	-0.4	0.1	-1.3	-0.8	0.1	-0.8	-3
CCC(Sc1nc2ccsc2c(=O)n1Cc1ccc(C(=O)O)cc1)C(=O)Nc1ccc(Cl)cc1 (stereo unspecified)	-3	-5	nt	-4.2	nt	i	8.3	-0.6	13
CC1(C(=O)Nc2ccc(Cl)c(Cl)c2)CCN1C(=O)Cc1cccc2ccccc12 (stereo unspecified)	-5	1	nt	-11	nt	-0.3	-0.6	0.0	22
CC1=C(C#N)C(=O)NC1(C)O (stereo unspecified)	-1	4	nt	-1.9	nt	-0.6	-1.0	0.5	4
CCOC(=O)C1=C(COC(=O)c2cc(OC)c(OC)c(OC)c2)NC(=O)NC1C (stereo unspecified)	-3	-1	-0.5	0.7	nt	0.7	nt	0.8	-5
CC1=NNC(=O)C1CCC(=O)N/N=C/c1ccccc1 (stereo unspecified)	1	0	2.0	-4.9	-1.5	-0.1	nt	-0.6	-4
CCSc1ccccc1C(=O)Nc1cc(OC)c(OC)c(OC)c1	16	-2	0.2	1.4	1.7	-0.8	nt	0.8	2
O=C(NCc1n[nH]c(=S)n1Cc1ccccc1)c1ccc(Cl)cc1Cl	1	-1	0.3	0.7	0.8	-0.4	nt	1.0	-2
Cn1c(SCC(=O)Nc2nccs2)nnc1-c1ccc(S(=O)(=O)N2CCCC2)cc1	-5	2	-3.4	-2.5	-0.2	-0.2	-2.3	nt	7
CCC(C)N(C)C1CCN(C(=S)Nc2cccc(OC)c2)CC1 (stereo unspecified)	4	5	-0.4	-1.9	0.7	-0.2	0.7	-0.1	-7
CCC(CC)c1nc(C(N)=O)c2[nH]c(=O)n(-c3ccc(OC)c(OC)c3)c2n1	9	2	-0.9	-1.1	0.8	i	10	-1.0	-4
Cc1cc(NC(=O)OC2CCCCC2)ccc1[N+](=O)[O-]	5	-1	-0.8	-3.0	0.0	-0.4	11	-0.1	2
Cc1ccccc1OCC(=O)NCCC1=CCCCC1	-3	4	-1.8	-0.4	-0.2	0.1	nt	nt	16
Cc1ccc(OCc2cnc(Cl)s2)c(C)c1	-5	-3	0.3	-3.4	-0.5	i	-0.5	0.1	3
Oc1ccc(C[C@@H]2CNCCN2CCCCC2CCCCC2)cc1	11	1	2.1	-4.7	1.8	-0.5	-1.1	-1.4	-20
NC(=O)C1CCCN(CC(=O)Nc2cc(S(=O)(=O)N3CCOCC3)ccc2N2CCCC2)C1 (stereo unspecified)	7	-2	-0.1	0.1	-2.1	i	-1.3	0.0	4
Cc1cc2c(c(CO)c1CCO)C(=O)[C@@H](C)[C@@H]2O	4	1	3.6	-0.1	-0.1	-0.2	-0.9	0.7	-1
Nc1ccccc1C(=O)OCCOc1ccccc1	13	19	-0.2	1.1	-0.6	-0.7	2.0	nt	9
COc1ccc(-c2nnc(SCC(=O)N3CCCC3)o2)c(OC)c1	-3	0	0.2	-3.0	1.0	i	-1.1	-5.1	-5
COc1cc(S(=O)(=O)NCCc2ccc3c(c2)OCO3)ccc1-n1cnnn1	7	2	2.8	-1.2	7.6	6.7	-1.2	nt	1
COc1ccc(-c2nnc(NC(=O)CSc3ccc(Cl)cc3)s2)cc1OC	-7	-6	-1.1	-2.5	7.1	-0.2	nt	nt	2
O=S(=O)(c1cccc(NC(=S)N2CCN(c3ccc(F)cc3)CC2)c1)C(F)F	-1	2	0.7	-1.3	0.1	nt	nt	-0.4	0
CN(C)c1cccc(O)c1	-6	0	-0.1	-0.5	0.0	-0.5	-0.8	-3.5	-6
CCCCN1C(=O)/C(=c2\sc3nc(=O)c(-c4ccccc4)nn3c2=O)c2ccccc21	-4	1	0.4	-2.0	-2.3	nt	-0.8	nt	3
O=C(NN1C(=O)/C(=C/C=C/c2ccco2)SC1=S)c1ccncc1	9	-14	2.9	30*	nt	i	-0.5	-1.6	-11
CCOc1ccccc1NS(=O)(=O)c1ccc2c(c1)NC(=O)CCS2	0	3	-0.3	0.1	0.0	-0.4	-1.9	1.1	-8

Source: PubChem (several laboratories)
